miR-122 sensor = miR-122 inhibition in Huh7 cells; Huh7 miR-122 Renilla luciferase sensor, 48 h; neutral wells = 0, positive control = 100; activation (reporter increase), % at 12.5 µM; hit rate 0.3% among 340,000; AID 602342;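 active = mean replicate activation score at least 90 and every replicate individually at or above 90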;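 note: higher luciferase means less miR-122 activity so hits act as miR-122 inhibitors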
* marks the source's active call; other numbers are inactive results. A portion of the library. The share of hits here may be higher or lower than overall.

| SMILES | miR-122 sensor |
| --- | --- |
| C=CCNC(=S)NNC(=O)C(CCCC)CC(C)O (configuration not stated) | 5 |
| CCCCC1=CC2=C(c3ccco3)C(=O)C(C)(OC(=O)c3ccc(OC)cc3)C(=O)C2=CN1Cc1ccco1 (configuration not stated) | -5 |
| N#Cc1ccc(C2=NC(C(F)(F)F)(C(F)(F)F)c3c(n(Cc4ccco4)c(=O)[nH]c3=O)N2)cc1 | 7 |
| COCC(=O)Oc1c(S(=O)(=O)c2ccc(C)cc2)c(C)nn1-c1ccccc1 | 5 |
| COc1cc(C2N=C(c3ccccc3)NO2)cc(Br)c1O (configuration not stated) | 5 |
| Cc1cccc(Oc2ncnc3onc(C)c23)c1C | 1 |
| CC1=NN(Cc2ccccc2)C(=O)/C1=C\c1ccc(N(C)C)cc1 | -2 |
| O=C(CSC1=NCCS1)Nc1ccc(S(=O)(=O)NC2CCCCC2)cc1 | 7 |
| CCCCC(CC)C(=O)NCCCN1CCN(CCCNC(=O)C(CC)CCCC)CC1 (configuration not stated) | 11 |
| Cc1c(C(=O)NC(C)c2ccccc2)c(-c2ccccc2)nn1-c1ccccc1 (configuration not stated) | -3 |
| Cc1ccccc1-c1ccc(Nc2ccc(N3CCOCC3)cc2)nn1 | 3 |
| CCOC(=O)N1CCN(c2cc(NCCC(=O)O)c3c4c(onc24)-c2ccccc2C3=O)CC1 | -3 |
| O=S(=O)(/C=C/c1ccccc1)Nc1ccc(N2CCOCC2)cc1 | -3 |
| O=C(OC1CCOC1=O)c1cncc(Br)c1 (configuration not stated) | 4 |
| COC(=O)c1ccc(Cn2cnc3c(sc4nc(N5CCOCC5)c5c(c43)CCCC5)c2=O)o1 | 2 |
| CN1/C(=C\C(=O)c2oc3ccccc3c2N)C(C)(C)c2ccccc21 | -5 |
| COc1ccc(Br)cc1C1Nc2ccccc2C(=O)N1NC(=O)c1ccncc1 (configuration not stated) | -2 |
| COc1ccc(-c2noc(CCC(=O)NCCN3CCN(c4ccccc4F)CC3)n2)cc1 | -4 |
| COc1ccc(C2C(C(=O)c3sc(C)nc3C)=C(O)C(=O)N2CCN(C)C)cc1 (configuration not stated) | 0 |
| CC1(C)N(OCc2ccccc2)C(=O)C(=O)N(OCc2ccccc2)C1(C)C | 1 |
| COc1ccc(N=C2S/C(=C\c3ccco3)C(=O)N2CC(C)C)cc1 | -2 |
| Cc1ccc(C)c(NC(=O)C(Sc2ncnc3ccccc23)c2ccccc2)c1 (configuration not stated) | 3 |
| COc1ccccc1NS(=O)(=O)c1cccc(NC(=O)c2nc3nc(C)cc(C)n3n2)c1 | 6 |
| CCCCn1c(=O)c(Cc2ccccc2)c(O)c2ccccc21 | -6 |
| COc1ccc(N2C(=O)CC(N3CCC(O)(c4ccc(Br)cc4)CC3)C2=O)cc1 (configuration not stated) | -10 |
| Cc1cccc(NC(=O)Nc2cccc(C)n2)n1 | -4 |
| CC(NC(=O)OC1CCCCC1)N1C(=O)C2C3C=CC(C3)C2C1=O (configuration not stated) | -5 |
| c1ccc(SCCc2ccncc2)cc1 | -3 |
| O=C(NCCN1CCN(C(=O)C(c2ccccc2)c2ccccc2)CC1)C(=O)Nc1ccccc1 | -2 |
| COc1cccc(C2=NC(C)(C)NC(c3ccccc3O)C2)c1 (configuration not stated) | 4 |
| O=C(CN1CCc2ccccc2C1)Nc1ccccc1N1CCCCCC1 | -2 |
| Cc1nn(-c2ccccc2)c(C)c1/C=N/O | -7 |
| O=C1c2ccccc2C(=O)N1CCOc1ccccc1 | 3 |
| CCOc1ccc2nc(SCC(=O)Nc3cc4c(cc3C(C)=O)OCO4)[nH]c2c1 | -1 |
| COc1cc2c(cc1OC)C1=C(C#N)CCC(=NC(=O)c3ccc(Cl)cc3)N1CC2 | -5 |
| Cc1cccc(/N=C/c2c(O)c3ccccc3oc2=O)n1 | 3 |
| CSCC[C@H](NC(=O)OC(C)(C)C)C(=O)N/N=C/c1c(C)[nH]c(=O)[nH]c1=O | 0 |
| Nc1nc(-c2ccco2)cs1 | -4 |
| COc1ccccc1-c1n[nH]c(=S)n1-c1ccccc1 | 3 |
| CC(C)COc1ccc(C(=O)N/C(=C\c2cccc([N+](=O)[O-])c2)C(=O)OC(C)C)cc1 | -8 |
| COc1cc2nc(C3CC3)n(NC(=O)c3ccc(F)cc3)c(=O)c2cc1OC | 1 |
| CCCOc1ccc(CSc2ncn[nH]2)cc1 | -4 |
| COc1ccc(/C=C/C(=O)OC(C)CN2CCOCC2)cc1 (configuration not stated) | -3 |
| Cc1c(C(=O)NCc2ccccc2)oc2c1C(=O)CCC2 | 4 |
| S=c1sc2c(N3CCN(Cc4ccccc4)CC3)ncnc2n1-c1ccccc1 | 1 |
| COc1cccc(/C=N\NC(=O)c2cc(OCC(F)(F)F)ccc2OCC(F)(F)F)c1 | 2 |
| S=C(Nc1cccc(Cl)c1)Nc1ccccc1Oc1ccccc1 | 11 |
| Cc1ccc(S(=O)(=O)NCC(=O)N(CCc2ccccc2)CC(=O)NCc2ccco2)cc1 | -7 |
| CC1(C(=O)NS(=O)(=O)C2CC2)CCN(C(=O)C2(c3ccc(Cl)cc3)CCCC2)C1 (configuration not stated) | -8 |
| Cc1n[nH]c(C)c1N1C(=O)c2cccc3cc(Br)cc(c23)C1=O | 0 |
| COc1cccc(C(=O)NC(=S)Nc2ccc(N3CCCC3)cc2)c1 | -1 |
| CC1CN(Cc2cc(=O)n3ccsc3n2)CC(C)O1 (configuration not stated) | -7 |
| Cc1[nH]nc2c1C(c1ccc(F)cc1)C(C#N)=C(N)O2 (configuration not stated) | -4 |
| CCNc1nc(Oc2ccc(=O)n(C)n2)nc(N2CCOCC2)n1 | -1 |
| Cc1c(-c2nc(N)nc(Nc3ccc(F)cc3)n2)oc2ccccc12 | 0 |
| Cc1ccc(NC(=O)c2ccc(NS(=O)(=O)c3c(C)noc3C)cc2)cc1C | -1 |

Later entries
| SMILES | miR-122 sensor |
| --- | --- |
| CS(=O)(=O)NCc1nnc(SCc2ccccc2C(F)(F)F)o1 | -3 |
| COc1ccc(Nc2nc(N)nc(CSCCO)n2)cc1 | 6 |
| Cc1ccc(-c2nc3n(n2)Cc2ccccc2-3)cc1 | 17 |
| CCCN(CC1CC1)C(=O)CSc1nnc(-c2cc(-c3cccs3)nc3ccccc23)o1 | 4 |
| CCn1c2ccccc2c2cc(CN3CCN(C(=O)c4ccco4)CC3)ccc21 | -2 |
| CCOC(=O)N1CCN(C(=O)c2ccccc2Oc2ccccc2)CC1 | -1 |
| CCOC(=O)C1CCN(CCC(=O)Nc2ccccc2Cl)CC1 | -9 |
| CCCOC(=O)c1sc2nc3c(cc2c1N)C(=O)CCC3 | -1 |
| CC(C)NC(=O)N1CCOCCOCCN(C(=O)NC(C)C)CCOCCOCC1 | -4 |
| CCOC(=O)N1CCC(NC(=O)CCC(=O)c2ccccc2)CC1 | -2 |
| COc1ccc(CCNC(=O)Cn2nnc(-c3ccc(N(C)C)cc3)n2)cc1OC | -6 |
| COc1ccc(C(=O)NC(=S)NC(C)C)cc1Br | -9 |
| Cc1ccc(C(=O)NC(=S)Nc2ccc(Oc3ccc(Cl)cc3)cc2)cc1 | -6 |
| CC1(C(=O)NCc2ccc(F)c(F)c2)Cc2c(-c3ccccc3)ccnc2O1 (configuration not stated) | -2 |
| COCCSc1nnc(NC(=O)CSc2ccccc2)s1 | 1 |
| CCN(CC)CC(O)COc1ccc2c(c1)OCO2 (configuration not stated) | 2 |

(further entries)
SMILES	miR-122 sensor
CCOc1nc(C)ccc1-c1noc(-c2ccccn2)n1	4
Cc1ccc(S(=O)(=O)O/N=C2\CCCc3ccccc32)cc1	2
COc1cccc(-c2cnc(C(O)c3ccc(C(C)(C)C)cc3)[nH]2)c1 (configuration not stated)	0
C=CCSc1nc(N)c(C(=O)Nc2ccccc2)cc1C#N	0
COc1ccc2nc(C)c3cc(C)oc3c2c1	-5
CCOc1ccc2nc(N3CCOCC3)nc(C)c2c1	0
Cn1c(=O)c2c(ncn2CC(=O)N2CCN(c3cccc(Cl)c3)CC2)n(C)c1=O	0
Cc1noc(C)c1CSc1nc2ccccc2s1	-9
Cc1ccc(-c2nnn(CC(=O)NCc3ccccc3)n2)c(-n2cnnn2)c1	5
COC(=O)CCC(=O)OC1(C)C(=O)C=C2C=C(C3CC3)N(CCCOC(C)C)C=C2C1=O (configuration not stated)	7
O=C(N1CCOCC1)N(Cc1ccco1)CC1CCCO1 (configuration not stated)	0
CCN1C(=S)SC(=O)C1=C1C=C(C)OC(C)=C1	3
CC12CCC(C(=O)Nc3cccc(NC(=O)C45CCC(C)(C(=O)O4)C5(C)C)n3)(OC1=O)C2(C)C	-2
Nc1nonc1-n1nnc(C(=O)c2ccccc2)c1-c1ccccc1	9
Clc1ccc(Cn2ncc3c(NCc4cccnc4)ncnc32)cc1	-5
Clc1ccccc1OCc1nnc(-c2ccccc2Br)o1	5
CCOc1ccc(N(CC(=O)Nc2ccccc2)S(C)(=O)=O)cc1	-6
CCN(CC)c1ccc(-c2nc3cnccc3n2C)cc1	29
O=C(Cn1cnc2ccccc21)N/N=C/c1ccccn1	-4
O=C(COC(=O)c1ccccn1)Nc1ncc(C(F)(F)F)cc1Cl	0
CCN(CC)CC(C)OC(=O)c1cc(OC)c(OC)c(OC)c1 (configuration not stated)	-16
CCOc1cc(C(=O)Nc2ccccc2N2CCN(S(C)(=O)=O)CC2)cc(OCC)c1OCC	-1
COc1cccc(/C=C/C(=O)OCC(=O)Nc2nnc(-c3ccccc3)o2)c1	-4
COc1ccc(C(=O)Nc2cccc(C(C)=O)c2)cc1OC	-8
COc1cccc(COc2ccc3c(C)c(Cc4ccccc4)c(=O)oc3c2)c1	3
O=C(CSc1ccc2c(c1)OCCO2)NCCN1C(=O)CSC1=O	-1
O=C(NCCCN1CCCC1)C1CCN(C(=O)c2cc3sccc3n2Cc2ccc(F)cc2)CC1	-2
COc1ccc(C(C(=O)NC2CCCCC2)N(C(=O)CCl)c2ccc(OC)cc2)cc1 (configuration not stated)	-13
O=c1cc2[nH]c3ccccc3c(=O)n2nc1-c1ccccc1	-9
CCOC(=O)N1CCN(C(=O)Cn2nc(C)c3sc4ccccc4c3c2=O)CC1	-7
Cc1c(-c2cccs2)[n+](=O)c2c(n1[O-])CCCC2	-1
Cc1occc1C(=O)NCc1cccc(CNC(=O)c2ccoc2C)c1	-1
Cc1ccccc1NC(=O)c1c(F)c(F)c(F)c(F)c1F	-4
Cc1nnc(SCC(=O)Nc2sccc2C#N)n1Cc1ccccc1	28
O=C(O)Cn1c(SCc2ccccc2)nc2ccccc21	-2
Cc1ccnc(NC(=O)c2cccs2)c1	-5
COC(=O)c1cc(OC)c(OC)cc1NC(=O)c1ccco1	1
Cc1ccc(O)c(NC(=O)c2cccc(S(=O)(=O)N3CCCCC3)c2)c1	113*
CCCCN(C)CCNC(=O)c1ccc2c(c1)NC(=O)C(N1CCCCC1)S2 (configuration not stated)	-6
O=C(CSCC(=O)OCn1nnc2ccccc2c1=O)Nc1ccc(Cl)cc1	-1

Among those listed so far, these have a cyano group.
SMILES	miR-122 sensor
N#Cc1ccc(C2=NC(C(F)(F)F)(C(F)(F)F)c3c(n(Cc4ccco4)c(=O)[nH]c3=O)N2)cc1	7
COc1cc2c(cc1OC)C1=C(C#N)CCC(=NC(=O)c3ccc(Cl)cc3)N1CC2	-5
Cc1[nH]nc2c1C(c1ccc(F)cc1)C(C#N)=C(N)O2 (configuration not stated)	-4
C=CCSc1nc(N)c(C(=O)Nc2ccccc2)cc1C#N	0
Cc1nnc(SCC(=O)Nc2sccc2C#N)n1Cc1ccccc1	28

Carrying on.
SMILES	miR-122 sensor
NS(=O)(=O)c1cccnc1Nc1cccc(C(F)(F)F)c1	0
O=S(=O)(c1cccc(-c2csc(-c3cccnc3)n2)c1)N1CCCCC1	9
CCCN(CCC)S(=O)(=O)c1ccc(C(=O)N2CCOCC2)cc1	-7
CC(C)(C#N)N([O-])C=C[N+](=O)C(C)(C)C#N	3
COC(=O)C1=C(C(=O)c2ccccc2)C(c2cccs2)n2nnnc2N1 (configuration not stated)	0
CCN(CC)C(=O)C(=O)N/N=C/c1cccc(Br)c1	4
CC(C)C(=O)Nc1ccc(N2CCCC2)cc1	-2
Cn1c(=O)c2ccccc2n(Cc2ccccc2F)c1=O	-4
CCn1c(-c2ccccc2)c[nH]c1=S	2
CC(C(=O)Nc1ccccc1)c1ccc(-c2ccccc2)c(F)c1 (configuration not stated)	-2
CCn1c(Cc2cccn2C)nnc1SCC(=O)c1ccc(C)cc1	0
Cc1c(NC(=O)c2ccc(F)c(S(=O)(=O)N3CCOCC3)c2)c(=O)n(-c2ccccc2)n1C	1
CCc1nc2ccccc2c(C(=O)OCCN2C(=O)c3ccccc3C2=O)c1C	10
CCOC(=O)N1CCN(C(=O)c2ccc3c(=O)n(CCC4=CCCCC4)c(=S)[nH]c3c2)CC1	-6
CCC(C(=O)Nc1cnccn1)c1ccccc1 (configuration not stated)	0
CC(C)N(Cc1cc2ccccc2[nH]c1=O)C(=O)c1cccnc1	0

Marked active in miR-122 sensor, of those listed so far:
SMILES	miR-122 sensor
Cc1ccc(O)c(NC(=O)c2cccc(S(=O)(=O)N3CCCCC3)c2)c1	113*

Continued.
SMILES	miR-122 sensor
O=C1CCC(=O)N1OCCOc1ccc2c(c1)CCC2	-1
CN(c1ccc(C(=O)N2CCOCC2)cc1[N+](=O)[O-])C1CCCCC1	-5
COC(=O)c1ccccc1NC(=O)CSc1nccn1C	3
Cn1nc(C(F)(F)F)c2cc(C(=O)Nc3ccc(F)cc3F)sc21	-4
Cc1cc(C)n(S(=O)(=O)c2ccc(C(C)(C)C)cc2)n1	3
CCCS(=O)(=O)N1CCC(C(=O)NCCCOCC)CC1	-3
O=C(NC1CCCCCC1)c1ccc(CN2CCOCC2)cc1	4
CC(C)CNC(=O)CCCc1ccccc1	0
COc1ccc(C2(O)CC3CCC(C2)N3c2nc(C)cc(C)c2C#N)cc1 (configuration not stated)	17
Cc1cc(NC(=O)COc2ccccc2)n(-c2ccccc2)n1	6
O=C(O)c1cc(-c2cccnc2)nn1-c1ccccn1	13
CC(C)NS(=O)(=O)c1ccc(NC(=O)C2CC3C=CC2C3)cc1 (configuration not stated)	2
Nc1ccccc1C(=O)NCc1ccccc1	3
CC1=CC(=NOC(=O)c2cccc([N+](=O)[O-])c2)C=C(C)C1=O	-6
O=c1cc(N2CCCCC2)c(-c2ccccc2)nn1Cc1ccc(Cl)cc1Cl	2
